Source: PubChem BioAssay
uPA generation: blocks generation of uPA at the cell surface; Potency, µM (highest dose often 38.3 µM), inactives show at the top dose activity change, negative = inhibition, hits mostly inhibitors; cell surface uPA generation assay, qHTS; 330,000 tested, 0.31% active; active = well fitted inhibition curve with a large enough effect; inconclusive = small, poorly fitted or top-dose-only effect; inactive = no such curve, though single readings can be large or run the other way; tested in mouse RAW 264.7 cells; note: potency is the fitted concentration of half-maximal effect; nearly all actives have a fitted effect of over 55% in size
KCNH2 WT inh: blocks the wildtype human KCNH2 potassium channel. U2OS, BacMam KCNH2, thallium flux FluxOr; hits give low values. activity change, % at 1.84 µM. 340,000 tested, 0.37% active. AID 720551;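 active = maximum activity change below -70%; inconclusive = maximum activity change between -70% and -50%; inactive = maximum activity change above -50%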
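U2OS cells transduced with wild-type KCNH2 virus are loaded with FluxOr dye for 45 min, and thallium flux is measured in kinetic reads before and after stimulation buffer. Rate constants are normalized to DMSO controls.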
Giardia kill: Giardia lamblia killing; Giardia lamblia trophozoite viability; activity change, % at 7.66 µM, hits read low; 340,000 tested, 0.15% active; AID 540267; in the data active = activity change below about -80%; inconclusive = between about -30% and that limit;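 note: parasites exposed to compound for two days anaerobically before the ATP read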
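Viability, read as ATP luminescence: trophozoites at 100 cells/well, compound added, 48 hrs anaerobic at 37 deg C, then 15-30 min room-temperature development before reading.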
Coupling enz: coupling enzyme interference in Giardia aldolase counter-screen; 290,000 tested, 0.67% active; coupling enzyme system counterscreen, AmpLite Red fluorescence; activity change, negative = inhibition, % at 58.2 µM, hits read low; AID 2472; in the data active = activity change below about -30%
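Fluorescence at 525 nm excitation and 598 nm emission measured inhibition of the coupled detection system without aldolase. Compounds (at 57.5 uM final) were preincubated 10 min at room temperature with coupling enzyme reagent before a 20 min substrate/AmpLite Red step.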
BCR signal inh: chronic active BCR signaling inhibition; ABC-DLBCL IkBa-CBG/CBR reporter, luminescence ratio, 4 h; Potency, µM (doses to about 46.1 µM), without a hit: at the highest dose ratio change, negative = lower green/red ratio, most hits filed as inhibitors; 340,000 tested, 0.05% active; active = well fitted inhibition curve with a large enough effect in the signal ratio, with a control signal flat, not every such curve was filed as active; inconclusive = small, poorly fitted or top-dose-only effect, or effect the other way, or a change in a side signal; the % refers to the signal ratio;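 note: potency is the fitted concentration of half-maximal effect; plate controls were basal doxycycline-induced cells for no effect and cells given 10 µM MG132 for full effect; MG132 reads +100%, hits lower the ratio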
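Compounds up to 46 uM were incubated four hours with TMD8 cells whose green CBG68 luciferase is fused to IkappaBalpha; red CBR luminescence normalised the signal, and concentration-effect curves were fitted to fusion, red and ratio data.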
B2AR arrestin: agonists driving beta-arrestin recruitment to human beta2-adrenergic receptor | P07550 | beta-arrestin recruitment to beta2AR, cell-based reporter | Potency, µM (series often up to 46.1 µM), inactives show at the highest dose activation, most hits filed as activators | 330,000 tested, 0.02% active | AID 492947;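 note: potency is the fitted concentration of half-maximal effect; 0% = DMSO controls and full agonism = EC100 isoproterenol or metaproterenol; nearly all actives have a fitted effect of over 65% in size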
PKM2 activator: increases activity of human pyruvate kinase M2; 260,000 tested, 0.34% active; P14618; purified PKM2, Kinase-Glo ATP luminescence, activation; response scale: 0% is enzyme alone, no compound; Potency, µM (doses to about 57.5 µM), without a hit: top-dose activation, hits mostly activators; note: potency is the fitted concentration of half-maximal effect; nearly all actives have a fitted effect of over 55% in size
Target sequence (P14618 whole entry, looked up): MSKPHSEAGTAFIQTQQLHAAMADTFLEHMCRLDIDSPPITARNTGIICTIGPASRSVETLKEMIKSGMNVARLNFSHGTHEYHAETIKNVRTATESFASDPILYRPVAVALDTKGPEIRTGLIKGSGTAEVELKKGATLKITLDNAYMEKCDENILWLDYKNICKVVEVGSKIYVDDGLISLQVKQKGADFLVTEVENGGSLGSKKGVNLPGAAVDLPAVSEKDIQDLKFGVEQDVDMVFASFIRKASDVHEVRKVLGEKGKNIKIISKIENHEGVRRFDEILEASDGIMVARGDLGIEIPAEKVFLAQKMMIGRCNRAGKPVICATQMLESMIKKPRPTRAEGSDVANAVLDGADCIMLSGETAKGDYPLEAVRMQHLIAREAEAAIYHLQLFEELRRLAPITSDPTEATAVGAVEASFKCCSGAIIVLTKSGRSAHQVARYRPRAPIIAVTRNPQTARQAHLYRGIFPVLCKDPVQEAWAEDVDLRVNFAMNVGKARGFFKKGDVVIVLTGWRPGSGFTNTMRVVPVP
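Kinase-Glo luminescence reports ATP generated from ADP (0.1 mM) and PEP (0.5 mM) by purified hPK-M2 after 1 h at room temperature, pH 7.2 imidazole buffer; intermediate enzyme activity allows detecting inhibitors and activators.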
KCNH2 3.1 inh: blocks the human KCNH2 3.1 channel isoform. U2OS KCNH2 3.1, thallium flux FluxOr; hits give low values. activity change, % (tested at about 1.8 µM). 340,000 tested, 0.95% active. AID 720553;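 active = maximum activity change below -70%; inconclusive = maximum activity change from -70% to -50%; inactive = maximum activity change above -50%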;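 note: thallium influx rate constant from kinetic fluorescence after stimulation buffer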
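Channel expression came from 3.1 mutant virus (1.77 x 10^8 /mL) applied to suspended U2OS cells for 4 h. Flux was tracked with FluxOr dye plus Red40 quencher, and kinetic rate constants normalized to controls.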
Eya2 inh: inhibitors of human Eya2 phosphatase activity. 330,000 tested, 0.006% active. Potency, µM (highest dose often 76.9 µM), for inactives: top-dose activity, negative = inhibition, usual class: inhibitors. O00167. recombinant Eya2, OMFP fluorescence dephosphorylation (OMFP is methylfluorescein phosphate); note: potency is the fitted concentration of half-maximal effect
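Eya2 (0.2 uM) preincubated 10 min at ambient with compound, then OMFP substrate added at 50 uM; 10 min reaction in 50 mM HEPES pH 7.5, 50 mM NaCl, 5 uM MgCl2, 0.05% BSA, 1 mM DTT. Fluorescence read at Ex 485/Em 525 nm.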
USP2a inh: blocks human ubiquitin-specific protease USP2a. O75604. USP2 core, Ub-CHOP2 coupled fluorogenic reporter, 485/531. Potency, µM (series often up to 38.3 µM), for inactives: top-dose activity change, negative = inhibition, hits mostly inhibitors. 330,000 tested, 0.01% active;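 note: potency is the fitted concentration of half-maximal effect; plate controls were DMSO wells for no effect and full inhibition by NEM control for full effect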
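USP2 core (10nM final) preincubated 30min RT with compound in 20mM Tris-HCl pH 8.0, 2mM CaCl2, 2mM beta-mercaptoethanol, 0.05% CHAPS; 25nM Ub-CHOP2 plus 25nM reporter substrate added, fluorescence (Ex485/Em531) read after 60min.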
GALK inhibitor: blocks human galactokinase activity; Potency, µM (titrated, usually from 57.5 µM), without a hit: at the highest dose activity change, negative = inhibition, actives largely listed as inhibitors; AID 1868; Purified GALK, Kinase-Glo residual ATP luminescence; P51570; 270,000 tested, 0.007% active; note: potency is the fitted concentration of half-maximal effect
Target sequence (P51570 whole entry, looked up): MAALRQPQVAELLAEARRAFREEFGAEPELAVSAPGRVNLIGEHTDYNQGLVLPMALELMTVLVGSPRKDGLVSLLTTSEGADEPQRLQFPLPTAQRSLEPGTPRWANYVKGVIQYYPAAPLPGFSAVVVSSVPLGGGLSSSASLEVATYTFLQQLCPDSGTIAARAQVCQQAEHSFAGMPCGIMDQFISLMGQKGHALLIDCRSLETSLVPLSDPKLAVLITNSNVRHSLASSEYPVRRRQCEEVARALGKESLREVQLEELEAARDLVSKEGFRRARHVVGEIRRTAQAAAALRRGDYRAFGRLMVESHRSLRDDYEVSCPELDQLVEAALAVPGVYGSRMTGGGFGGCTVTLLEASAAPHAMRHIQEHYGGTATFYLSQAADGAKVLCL
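5 nM enzyme, 35 uM ATP, 100 uM galactose, 20 mM HEPES pH8.0, 5 mM MgCl2; 1 h RT; residual ATP by Kinase-Glo Plus luminescence, qHTS format.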
The depositor's hits bear a star; u = inconclusive; x = not tested or not shown; & = joins results of further samples; [ ] = dose if it differs, or a comment. Unless noted, calls come from the whole dose curve; as a rule, active = well fitted curve in the direction sought with a large enough effect; inconclusive = small, poorly fitted or top-dose-only effect, or another doubt; inactive = no such curve, though single readings can be large; an effect the other way counts as inactive or inconclusive. Unless noted, % is set by controls: 0 for no effect and ±100 for the full control effect. The order is random. About 2.4% of those tested had a hit in this group.

| smiles | USP2a inh | KCNH2 WT inh | uPA generation | PKM2 activator | Coupling enz | B2AR arrestin | Giardia kill | KCNH2 3.1 inh | BCR signal inh | GALK inhibitor | Eya2 inh |
| --- | --- | --- | --- | --- | --- | --- | --- | --- | --- | --- | --- |
| CC(C)(C)c1ccc(C(=O)NCC(=O)OCC(=O)Nc2ccccc2[N+](=O)[O-])cc1 | 1.8% | -11.7 | 7.2% | -0.2% | -0.3 | 10.0% | -2.0 | -0.4 | 3.4% | 0.5% | -7.2% |
| COc1ccc(CCN2CCCC(CN(C)C(=O)c3cc(C)oc3C)C2)cc1 (stereo not given) | 1.5% | -18.6 | -1.5% | -1.6% | -1.5 | 0.2% | 15.8 | -38.4 | 1.7% | -1.2% | -3.9% |
| O=C(c1ccc(S(=O)(=O)Nc2ccc(F)cc2)cc1)N1CCN(C(=O)c2ccco2)CC1 | 2.3% | 3.3 | -2.5% | -0.2% | 1.4 | -0.4% | 0.2 | 8.5 | 11.5% | 0.5% | -23.6% |
| Cc1ccccc1C(=O)Nc1ccccc1Sc1ccccc1 | 2.1% | -1.5 | 3.9% | 6.6% | 0.7 | -0.3% | -2.4 | x | u | -1.5% | -2.8% |
| CCc1cccc(C)c1NC(=S)N1CCCCC1c1cccnc1 (stereo not given) | -0.5% | 6.3 | -4.9% | 3.5% | 0.9 | -0.5% | 2.9 | 3.8 | -5.2% | -2.0% | 0.8% |
| COc1cccc(C2C(C#N)=C(N)N(c3ncn[nH]3)C3=C2C(=O)CCC3)c1 (stereo not given) | 2.3% | -1.3 | 3.1% | 13.9% | 3.1 | -0.5% | -15.2 | -1.6 | 1.8% | 1.4% | -12.3% |
| CS(=O)(=O)N1Cc2ccccc2CC1C(=O)OCC(=O)Nc1ccc2ccccc2c1 (stereo not given) | 1.2% | -6.7 | x | 7.0% | 2.1 | -0.6% | -2.0 | -4.2 | 12.9% | 1.8% | -2.1% |
| Cc1c(NC(=O)CN2c3cccc4cccc(c34)S2(=O)=O)c(=O)n(-c2ccccc2)n1C | 1.4% | -7.7 | 1.6% | 1.5% | 1.7 | 0.0% | 6.5 | -8.3 | -1.5% | 0.3% | -9.9% |
| O=[N+]([O-])c1ccc2cn[nH]c2c1 | 5.8% | -0.2 | 12.5% | -0.9% | 5.1&0.7 | -0.4% | -7.9 | 3.6 | -10.7% | -2.6% | 0.6% |
| CCCc1cc(=O)n2[nH]c(NCc3cccs3)nc2n1 | 2.6% | -6.3 | -1.3% | 5.5% | 3.2 | 0.0% | -7.2 | -0.8 | u | 0.8% | -16.8% |
| C=CCn1c(CCC(=O)Nc2ccc(C)c(Cl)c2)nnc1SCC(=O)Nc1ccccc1C | 4.1% | -8.6 | 13.4% | 1.1% | 1.8 | -0.5% | 14.1 | -9.0 | -1.4% | -1.9% | -0.1% |
| COc1ccccc1N1CCN(C(=O)C(C)NC(=O)c2ccco2)CC1 (stereo not given) | 2.3% | -7.9 | -26.8% | x | x | -0.1% | -21.0 | -6.1 | u | x | -7.7% |
| CCOc1ccc(CC(=O)C2=C(N3CCOCC3)CC(C)(C)CC2=O)cc1OCC | 0.7% | 5.7 | -2.0% | -0.3% | 1.8 | -0.1% | 2.8 | 22.6 | 5.4% | 0.8% | -0.4% |
| S=C1SCN(Cc2cccnc2)CN1Cc1ccccc1 | 8.8% | -8.9 | -13.1% | 5.4% | 2.1 | -0.1% | 2.6 | 16.4 | u | -2.0% | -20.4% |
| CN(c1cccc(NC(=O)c2ccc(C(C)(C)C)cc2)c1)S(C)(=O)=O | 0.1% | -12.5 | -15.9% | -4.1% | -6.5 | -0.9% | -21.1 | -2.6 | u | -0.6% | -7.4% |
| COc1ccccc1CNC(=O)N/C=C/c1ccc(Cl)cc1 | 0.8% | 1.6 | 5.2% | x | 0.9 | 0.0% | 1.1 | -2.8 | 3.0% | -7.0% | 1.8% |
| C[C@H](NC(=O)NCc1ccc(F)cc1)C(=O)O | -1.1% | 1.2 | 2.1% | 2.9% | 1.1 | -3.8% | -8.7 | -4.4 | 5.2% | x | 0.5% |
| C=CCN1C(=O)C(Cc2ccccc2Cl)SC1=Nc1ccc(C(=O)O)cc1 (stereo not given) | 2.6% | 1.2 | -5.8% | -3.7% | 16.8 | 0.4% | 38.9[activator] | -2.0 | u | 2.0% | 3.1% |
| CN1C(=O)/C(=N/OC(=O)c2ccccc2Br)c2ccccc21 | 3.2% | 1.9 | -17.9% | -9.4% | -0.1 | -0.2% | -8.8 | 9.8 | -8.5% | -0.4% | -4.2% |
| Cc1ccc(C(=O)NC(=S)Nc2ccccc2C(F)(F)F)cc1C | -0.2% | -4.5 | 4.3% | 3.3% | -1.4 | -0.5% | -28.5 | -10.1 | -11.0% | -3.1% | -20.2% |
| COc1ccc(-n2c(CCc3ccccc3)nnc2SCC(=O)NCc2ccccc2)cc1 | -1.1% | -2.4 | 2.8% | 1.7% | 3.8 | 0.2% | 3.0 | -21.9 | 9.4% | 0.4% | -22.5% |
| CC(=O)CC(=O)Nc1ccc(C(N)=O)cc1 | 1.3% | 11.1 | 3.1% | 3.5% | 1.9 | -0.1% | 1.1 | 16.9 | 24.1% | 9.0% | -3.3% |
| Cn1cc(CN2CCCC(C(=O)Nc3ccc(-c4cccc(F)c4)cc3)C2)cn1 (stereo not given) | 2.2% | 28.3 | 8.91µM* | x | x | 0.7% | -19.5 | u | 0.8% | 2.8% | 2.7% |
| CCC(CC)n1[nH]c(=O)cc1N | -3.4% | -1.8 | 6.2% | -2.3% | 0.8 | 0.0% | -6.2 | 3.5 | u | 1.0% | -1.9% |
| COc1ccc(OCC(=O)NNC(=O)c2cccs2)cc1 | -2.1% | -4.4 | -1.2% | -10.4% | -0.9 | 0.0% | 3.7 | -0.9 | 0.5% | -3.5% | u |
| CCOc1ccc(C(=O)NC2CC(C)(C)NC(C)(C)C2)cc1 | 1.8% | 7.5 | 1.8% | -5.6% | 1.0 | -0.8% | -5.6 | 17.0 | 2.4% | -1.3% | 5.5% |
| Cc1cc(C(=O)Nc2c(C)n(C)n(-c3ccccc3)c2=O)c2ccccc2n1 | 0.1% | -7.0 | -2.6% | -0.7% | 3.7 | 0.5% | 0.4 | 14.5 | -11.4% | 3.2% | 8.7% |
| Cc1cc(=O)n2cccc(O)c2n1 | -0.2% | -0.1 | -0.8% | 1.8% | -23.1 | u | -4.8 | 20.6 | u | 0.6% | -6.3% |
| CCCCNC(=S)N(C)N=C1CCC(c2ccccc2)CC1 (stereo not given) | 10.0% | 5.8 | -0.9% | 0.1% | 0.6 | 0.2% | -13.6 | -4.8 | 5.6% | 1.4% | 4.3% |
| Cn1c(=O)c2ncn(CC(=O)O)c2n(C)c1=O | 2.1% | -5.0 | -10.5% | -4.8% | 2.0 | -0.8% | 0.4 | 8.2 | u | 0.9% | -26.2% |
| CN(c1ccc(OCC(=O)O)cc1)S(=O)(=O)c1ccc2ccccc2c1 | 0.8% | -2.0 | 0.7% | x | 18.6 | 0.5% | 7.1 | 2.0 | 4.8% | -2.0% | 9.2% |
| CC(C)C(=O)NC(c1ccccc1)c1cc([N+](=O)[O-])c2cccnc2c1O (stereo not given) | 3.7% | 16.3 | -12.0% | 13.9% | -8.8 | -0.3% | -12.9 | 2.1 | 8.1% | x | 8.0% |
| COc1ccc(-n2nc3cc(C)c(NC(C)=O)cc3n2)cc1 | 3.7% | -2.3 | -8.5% | -3.9% | 4.2 | 0.0% | u | 6.7 | 4.6% | 5.0% | -6.2% |
| COc1ccc(-c2nc3cc(C)ccn3c2NC(=O)c2ccccc2OC)cc1 | 3.4% | 3.8 | 8.5% | x | -0.8 | -0.6% | 8.6 | -5.7 | -0.7% | 0.5% | 11.1% |
| [S-]c1nnc(-c2ccc(Br)cc2)n1-c1ccccc1.[Zn+2] | -1.1% | -9.2 | 13.7% | 0.2% | 1.3 | -0.3% | -17.8 | -8.7 | 1.1% | -11.4% | -11.8% |
| CCN1C(=NCCc2c[nH]c3ccccc23)N[C@@H](c2ccccc2)[C@H](C(=O)OC)[C@H]1C | -0.6%&-0.7% | 5.1 | 11.2% | -4.0%&3.3% | -0.4&1.0 | 0.0%&-1.1% | -1.8 | -0.8 | -16.7%&-10.7% | x | -3.0%&5.5% |
| O=C(CN1CCCCCC1)Nc1ccc(Br)cc1[N+](=O)[O-] | -0.3% | -0.2 | 6.3% | -16.0% | -0.1 | 0.5% | 10.9 | 9.6 | 3.8% | 3.0% | -6.9% |
| COc1ccc(-c2cc(C(F)(F)F)nc(S(=O)(=O)CCC(=O)N3CCOCC3)n2)cc1 | 0.7% | 8.9 | -9.6% | 2.3% | 3.6 | -1.0% | 3.5 | 3.7 | -6.0% | -3.8% | 16.5% |
